Screening data deposited in PubChem by several laboratories.
NOD1 inhibition: inhibition of NOD1-driven NF-kB reporter – cell-based, luminescence, uHTS, primary screen (AID 1578); NOD1-driven NF-kB luciferase reporter cells, luminescence; higher % means a stronger effect; inhibition, % at 4 µM; hits with a dose series show EC50 in µM; 290,000 compounds, 1% hits; in the data active = inhibition mostly above about 36%, no sharp cut-off; inactive = mostly below about 34%;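 also: HEK-293T reporter cells stimulated with the NOD1 agonist gamma-tri-DAP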
NTR1 agonist: NTR1-driven beta-arrestin-GFP spot formation – imaging, U2OS cells, high content, primary screen (AID 493036); P30989; agonist mode; activation, % at 20 µM; 330,000 compounds, 0.17% hits;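 active = activation at or above 40% of the spot to cytoplasm intensity ratio, with at least 20 cells analyzed; inconclusive = wells under 20 cells, flagged as cytotoxic or low count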;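 also: 0% = DMSO without peptide and 100% = 100 nM NTR1 peptide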
Target sequence (P30989 whole entry, looked up): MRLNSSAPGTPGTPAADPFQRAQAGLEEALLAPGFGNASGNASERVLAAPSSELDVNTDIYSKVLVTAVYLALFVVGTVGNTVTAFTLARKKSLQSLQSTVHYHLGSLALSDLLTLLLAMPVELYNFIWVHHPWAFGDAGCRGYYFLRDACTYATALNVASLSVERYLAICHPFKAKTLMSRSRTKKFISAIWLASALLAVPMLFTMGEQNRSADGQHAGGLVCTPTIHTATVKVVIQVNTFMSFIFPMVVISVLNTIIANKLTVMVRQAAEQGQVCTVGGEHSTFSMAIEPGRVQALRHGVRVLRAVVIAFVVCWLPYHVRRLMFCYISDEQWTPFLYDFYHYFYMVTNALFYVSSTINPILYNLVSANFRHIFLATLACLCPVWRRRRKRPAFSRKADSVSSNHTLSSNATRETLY
UTI89 phage lysis: protection from phage-mediated lysis, alamar blue read-out – E. coli UTI89, K1F phage, bacterial capsule biogenesis inhibitors (AID 488966) | inhibition, % at 100 µM, or IC50 in µM where a hit was titrated | 340,000 compounds, 0.02% hits | E. coli UTI89 K1F phage lysis, alamar blue, 2 h; higher % means a stronger effect;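 active = phage lysis inhibition, versus mean bacterial control, above a set limit; inconclusive = no clear call, values can overlap the other calls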;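 also: capsule biogenesis inhibitors block K1F phage lysis so surviving cells raise fluorescence; higher fluorescence means more inhibition of phage lysis; actives were called in the ten point dose series up to 300 µM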
KOR beta-arrestin-1: kappa opioid receptor blockers – cell-based, luminescence, uHTS (AID 1778); KOR beta-arrestin recruitment, luminescence, antagonist mode; higher % means a stronger effect; one-dose inhibition, % at 10 µM; IC50 in µM for titrated hits; 290,000 compounds, 0.091% hits; in the data active = inhibition above about 50%; also: strong numbers were not always called active
Rac1 GTP hydrolysis: MgcRacGAP GTPase-activating activity inhibitors, confirmation, biochemical, ADP Hunter fluorescence; MgcRacGAP-stimulated Rac1 GTP hydrolysis, ADP Hunter fluorescence; higher % means a stronger effect; GST-tagged Rac1 F28L mutant substrate; 340,000 compounds, 0.6% hits; inhibition, % at 30 µM; hits with a dose series show IC50 in µM; AID 624330;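 active = first-screen hits whose inhibition reached a set limit at any dose in the follow-up dose series; inconclusive = inhibition above the set first-screen limit but never retested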;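 also: fluorescence reports GDP produced by GAP-driven GTP hydrolysis; strong numbers were not always called active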
GPR55 antagonists: GPR55 antagonists blocking LPI-driven arrestin recruitment, primary screen, imaging, U2OS, beta-arrestin-GFP, LPI agonist (AID 2013). 290,000 compounds, 0.13% hits. U2OS GPR55 beta-arrestin-GFP translocation imaging, LPI antagonism; higher % means a stronger effect. inhibition, % at 10 µM, or IC50 in µM where a hit was titrated;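 active = spots per cell inhibited over 60%, with over 100 cells counted and total cytoplasm intensity under 500,000; inconclusive = wells with under 100 cells, flagged as likely toxic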;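 also: U2OS cells stably carrying GPR55 and arrestin-GFP stimulated by 5 µM LPI near EC80; imaged beta-arrestin-GFP aggregate spots per cell after agonist stimulation; plate controls were LPI-stimulated DMSO wells for no effect and DMSO wells without LPI for full effect; some results filed as inactive read as strong as hits; confirmed hits need IC50 under 10 µM and bright autofluorescent wells are also inconclusive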
KOR beta-arrestin-2: KOR agonists, beta-arrestin recruitment, primary screen, cell-based, luminescence, uHTS (AID 1777). KOR beta-arrestin recruitment, luminescence; higher % means a stronger effect. activation, % at 10 µM; hits with a dose series show EC50 in µM. 280,000 compounds, 0.02% hits; in the data active = activation above about 50%, passing the limit was not always enough; also: a part of the inactive calls stands beside numbers as strong as those of hits
GPR55 beta-arrestin: selective activators of receptor GPR55 – imaging, U2OS cells, beta-arrestin-GFP redistribution, primary screen (AID 1961). 290,000 compounds, 0.048% hits. activation, % at 10 µM; hits with a dose series show EC50 in µM. U2OS GPR55 beta-arrestin-GFP redistribution imaging; higher % means a stronger effect;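 active = activation above 40% with more than 50 cells counted in the well; inconclusive = wells holding fewer than 50 cells, flagged as toxic or sparse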;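 also: U2OS osteosarcoma cells stably expressing GPR55 and beta-arrestin-GFP; plate controls were DMSO negative control for no effect and LPI positive control for full effect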
GPR35 antagonists: inhibition of zaprinast-stimulated GPR35 beta-arrestin translocation – imaging, U2OS, beta-arrestin-GFP, zaprinast agonist, primary screen (AID 2058); 290,000 compounds, 0.052% hits; one-dose inhibition, % at 10 µM; IC50 in µM for titrated hits; U2OS GPR35 beta-arrestin-GFP translocation imaging, zaprinast antagonism; higher % means a stronger effect;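 active = inhibition of at least 50% with at least 30 cells and total cytoplasm GFP at most 10,000,000; inconclusive = under 30 cells or total GFP of 10,000,000 plus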
NTR1 agonist cell count 20 µM: second read-out of NTR1 agonist, no call of its own (marks repeat the call); cell count; measured here: cell count, cytotoxicity flag
Starred values were filed as active, the others as inactive; ? = inconclusive; nt = not tested or not shown; [ ] = remark or other dose.

SMILES	NOD1 inhibition	NTR1 agonist	NTR1 agonist cell count 20 µM	UTI89 phage lysis	KOR beta-arrestin-1	Rac1 GTP hydrolysis	GPR55 antagonists	KOR beta-arrestin-2	GPR55 beta-arrestin	GPR35 antagonists
CCC(=NCc1ccc2c(c1)OCO2)c1c(O)n(C2CCCCC2)c(=O)[nH]c1=O	16%	21	69	0.3%	0%	1%	-4%	-2.0%	0.2%	9%
OC(CC#CCN1CCCCCC1)(c1ccccc1)C1CCCC1 (centres undefined)	-10%	1.9	39	0.9%	23%	9%	11%	-1.9%	0.0%	-7%
CN1CCCN(C(=O)COc2ccc(F)cc2F)CC1	-16%	0.2	97	1.8%[50 µM]	-28%	7%	14%	2.6%	-0.1%	7%
O=[N+]([O-])c1ccc(NCCCN2CCOCC2)nc1	19%	-0.7	40	-0.3%	-18%	6%	5%	1.0%	-0.1%	10%
COc1ccc(C(Nc2ccccc2)P(=O)(Oc2ccccc2)Oc2ccccc2)cc1 (centres undefined)	-20%	4.4	67	1.4%[50 µM]	-35%	-1%	3%	-1.5%	-0.2%	-7%
CCN(CC)c1ccc(/C=C2/C(=O)NC(=O)N(Cc3ccco3)C2=O)cc1	46%	6.8	76	4.2%	6%	126µM*	6%	-4.5%	-0.1%	-2%
Cc1ccc(Cn2nc(C)c(C=O)c2Cl)cc1	-42%	2.0	52	2.2%	-32%	1%	4%	3.3%	1.5%	-15%
COc1ccc(CNc2ncnc3sccc23)cc1OC	5.4µM*	2.1	56	0.1%	-5%	6%	-6%	-3.3%	-0.2%	-2%
CN1CCc2nc3sc(C#N)c(N)c3c(-c3cccs3)c2C1	-7%	10	47	1.9%	-8%	15%	-5%	0.6%	0.0%	-1%
COc1ccc(OC)c(/C=N/OC(=O)Nc2ccc(Cl)cc2)c1	-11%	0.1	30	0.4%	-3%	4%	-1%	-0.6%	0.6%	-14%
COc1ccc(C(C)=O)cc1CC(C(=O)c1ccccc1)N(C)C (centres undefined)	-29%	-0.1	54	1.1%	22%	1%	17%	5.8%	-0.4%	-12%
CCC(C)n1c(O)c(/C=N/Nc2nc3c(c(=O)n(C)c(=O)n3C)n2C)c(=O)[nH]c1=S (centres undefined)	-5%	0.9	42	-1.6%	6%	12%	-5%	4.2%	0.4%	6%
Cc1nc(N2CCN(C(=O)COc3ccccc3)CC2)c2c(C)c(C)sc2n1	5.7µM*	3.1	81	-1.0%	-10%	9%	-3%	-3.0%	0.0%	-16%
O=[N+]([O-])c1ccc(N2CCNCC2)cc1Sc1ccccn1	-12%	-0.8	66	0.0%	-26%	6%	6%	20%	0.3%	21%
N/C(=N\N=C\c1ccc(O)cc1O)N[N+](=O)[O-]	-2%	-3.0	77	0.2%	11%	30%	1%	-1.6%	-0.1%	9%
CN1C2CCC1C(COC(=O)c1ccccc1)C(O)C2 (centres undefined)	4%	0.2	49	0.3%	14%	5%	3%	-1.9%	0.4%	4%
C=CCn1c(O)c(C(CC)=Nc2cccc(C(=O)O)c2)c(=O)[nH]c1=O	5%	1.9	52	0.0%	-7%	0%	8%	2.6%	0.4%	15%
COc1ccc(Oc2c(C)oc3cc(OC(=O)N(C)C)ccc3c2=O)cc1	3%	-0.4	81	0.6%	-11%	nt	8%	-0.7%	0.0%	3%
CC/C(=N\Nc1ccccc1)c1c(O)n(-c2ccc(OC)cc2)c(=O)[nH]c1=O	-12%	0.9	43	-0.8%	-26%	-8%	-5%	1.4%	0.3%	3%
COc1cc(C)c(CN2CCN(c3ccccc3)CC2)cc1C	12%	0.2	74	0.2%	12%	23%	5%	20%	-0.1%	19%
c1coc(CNCCc2c[nH]c3ccccc23)c1	-36%	-0.1	56	0.3%	-12%	8%	11%	0.0%	-0.1%	3%
O=c1[nH]c(O)c(C=Nc2ccccc2Oc2ccccc2)c(=O)[nH]1	-11%	0.9	54	-1.0%	-33%	-7%	1%	2.6%	-0.2%	6%
COc1ccccc1-n1c(O)c(/C=C2\C=Nc3ccccc32)c(=O)[nH]c1=O	30%	3.3	40	0.2%	-100%[20 µM]	42%	26%	10%	0.9%	-3%
COC1=CC=C2[C@H]3Cc4ccc(OC)c5c4[C@@]2(CCN3C)[C@H]1O5	-2%	0.2	39	-0.3%[50 µM]	12%	0%	-1%	0.7%	0.0%	-6%

Compounds from the list above containing sulfur, in the order listed:
SMILES	NOD1 inhibition	NTR1 agonist	NTR1 agonist cell count 20 µM	UTI89 phage lysis	KOR beta-arrestin-1	Rac1 GTP hydrolysis	GPR55 antagonists	KOR beta-arrestin-2	GPR55 beta-arrestin	GPR35 antagonists
COc1ccc(CNc2ncnc3sccc23)cc1OC	5.4µM*	2.1	56	0.1%	-5%	6%	-6%	-3.3%	-0.2%	-2%
CN1CCc2nc3sc(C#N)c(N)c3c(-c3cccs3)c2C1	-7%	10	47	1.9%	-8%	15%	-5%	0.6%	0.0%	-1%
CCC(C)n1c(O)c(/C=N/Nc2nc3c(c(=O)n(C)c(=O)n3C)n2C)c(=O)[nH]c1=S (centres undefined)	-5%	0.9	42	-1.6%	6%	12%	-5%	4.2%	0.4%	6%
Cc1nc(N2CCN(C(=O)COc3ccccc3)CC2)c2c(C)c(C)sc2n1	5.7µM*	3.1	81	-1.0%	-10%	9%	-3%	-3.0%	0.0%	-16%
O=[N+]([O-])c1ccc(N2CCNCC2)cc1Sc1ccccn1	-12%	-0.8	66	0.0%	-26%	6%	6%	20%	0.3%	21%

(further entries)
SMILES	NOD1 inhibition	NTR1 agonist	NTR1 agonist cell count 20 µM	UTI89 phage lysis	KOR beta-arrestin-1	Rac1 GTP hydrolysis	GPR55 antagonists	KOR beta-arrestin-2	GPR55 beta-arrestin	GPR35 antagonists
CCN1CCN(c2ccc(N)c(C)c2)CC1	-19%	-0.6	61	0.3%	14%	48µM*	-2%	-1.8%	-0.4%	0%
CC12CN3CC(C)(CN(C1)C3c1cccs1)C2O (centres undefined)	5%	10	74	0.7%	14%	10%	1%	3.2%	0.2%	-4%
CCn1ccnc1CN1CCCC(C(=O)c2ccc(OC)cc2OC)C1 (centres undefined)	10%	2.3	45	0.3%	3%[20 µM]	2%	18%	nt	-0.1%	24%
Cc1cccc(-n2c(/C=C/c3ccccn3)nc3ccccc3c2=O)c1	7%	0.6	60	2.8%	-9%	11%	0%	-1.2%	-0.2%	-7%
O=c1[nH]c(=O)n(-c2ccc(Br)cc2)c(O)c1C=NC(CO)(CO)CO	-9%	-0.2	42	nt	20%	nt	10%	-3.1%	3.5%	2%
CCCCN1/C(=C/c2ccc3ccccc3[n+]2CC)Sc2ccccc21	2.2µM*	-4.6	68	nt	-29%[20 µM]	nt	?	-10%	-0.1%	?
CN1C(=O)c2ccccc2Sc2ccc(C(=O)N3CCC4(CC3)OCCO4)cc21	13%	0.4	71	3.1%	9%	3%	19%	-0.7%	-0.1%	5%
Cc1cccc(-n2c(-c3cccs3)nc3ccccc3c2=O)c1	12%	0.8	64	1.9%[50 µM]	18%	0%	2%	-3.1%	-0.2%	22%
N#Cc1ccccc1Cn1cc(C(=O)c2cccs2)c2ccccc21	-12%	-4.5	86	-1.3%	19%	3%	-2%	-2.3%	-0.2%	-20%
CC(Cc1ccccc1)NC(=O)c1ccc(N)cc1 (centres undefined)	-4%	0.9	72	0.0%	-21%[20 µM]	6%	2%	2.0%	0.1%	16%
CC(C)OC(=O)C1C(=O)NC2(C)CC1c1ccccc1O2 (centres undefined)	10%	1.6	77	-0.3%	nt	5%	16%	-6.3%	-0.1%	-4%
Cc1cccc(-n2c(O)c(C=Nc3ccc(S(N)(=O)=O)cc3)c(=O)[nH]c2=O)c1	-14%	0.5	59	0.0%	-24%	0%	-2%	-2.5%	-0.1%	-5%
Cc1cc(OCC(=O)NCc2ccncc2)c2c3c(c(=O)oc2c1)CCCC3	-21%	1.9	73	0.3%	-16%	9%	-2%	3.1%	-0.1%	18%
Cc1ccc(OP(N)(=O)Oc2ccc(C)cc2)cc1	-20%	1.0	65	0.4%	9%	7%	2%	-1.1%	0.0%	2%
CN1C(=O)C(=CN2CCN(C(=O)c3ccco3)CC2)C(=O)N(C)C1=S	-12%	0.6	55	4.2%[50 µM]	-52%	14%	6%	11%	-0.3%	2%
C=C(C=O)C[C@@H]1C[C@H](O)C2OC3C[C@]4(C)OC5/C=C\CC6OC7C(CC=CCC6OC5CCCC4OC3CC2O1)OC1CC2OC3CC(=O)OC3C[C@@H](C)C[C@@]2(C)OC1C[C@@H]7C (some centres undefined)	76%*	23	23	nt	-9%	nt	51%	3.6%	14%	8%
Cc1nc2ccccc2c(=O)n1-c1ccc(Cl)c(Cl)c1	3%	0.5	59	2.2%	-40%[20 µM]	12%	6%	3.8%	-0.1%	11%
CN(C)C(=O)NC(O)C(Cl)(Cl)Cl (centres undefined)	-11%	0.3	67	1.4%	19%	-9%	10%	-1.6%	0.3%	-2%
CCN1CCN(c2ccc([N+](=O)[O-])cc2C=C2C(=O)NC(=O)NC2=O)CC1	15%	2.3	78	0.6%	-25%	10%	11%	12%	0.1%	0%
CN1CCN(c2ccc(S(C)(=O)=O)cc2[N+](=O)[O-])CC1	-7%	2.0	73	-0.1%	-30%	12%	-12%	2.2%	-0.3%	6%
CCCCCn1c(=O)c(C(=O)Nc2ccncc2)c(O)c2ccccc21	70%*	nt	nt	nt	-19%	nt	-2%	1.5%	-0.2%	8%
CC1CC2(O)c3nonc3CCC2N1O (centres undefined)	-1%	-0.7	76	0.6%	1%	5%	-7%	nt	-0.1%	0%
O=C(Nc1ccc(Br)cc1)N1C[C@H]2C[C@@H](C1)c1cccc(=O)n1C2	-16%	-1.7	88	4.0%	28%[20 µM]	-1%	0%	5.5%	0.2%	-1%
CCOC(=O)c1ccc(NC(=O)N2C[C@@H]3C[C@@H](C2)c2cccc(=O)n2C3)cc1	-13%	0.7	82	-0.8%	0%[20 µM]	1%	1%	3.2%	0.6%	4%
Cn1c(O)c(C(=N)COc2cccc(Cl)c2)c(=O)n(C)c1=O	-12%	3.0	92	0.8%	-14%	3%	2%	2.6%	-0.2%	-10%
COc1cc(C(=O)NC(=S)N2C[C@H]3C[C@H](C2)c2cccc(=O)n2C3)cc(OC)c1OC	-23%	0.6	86	4.8%	-20%[20 µM]	3%	11%	-8.1%	-0.1%	4%

These rows are one share of the data; rates above refer to the full screens.
